Compound activity deposited in PubChem BioAssay by The Scripps Research Institute Molecular Screening Center.
GPR151 activ: activates the human receptor GPR151; Q8TDV0; PathHunter beta-arrestin GPR151 cells, luminescence; activation, % at 11.2 µM; 650,000 compounds, 1% hits; in the data active means activation above about 4.9%;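 further: 0% = median of compound wells and 100% = cells with positive control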
Target sequence (Q8TDV0 whole entry, looked up): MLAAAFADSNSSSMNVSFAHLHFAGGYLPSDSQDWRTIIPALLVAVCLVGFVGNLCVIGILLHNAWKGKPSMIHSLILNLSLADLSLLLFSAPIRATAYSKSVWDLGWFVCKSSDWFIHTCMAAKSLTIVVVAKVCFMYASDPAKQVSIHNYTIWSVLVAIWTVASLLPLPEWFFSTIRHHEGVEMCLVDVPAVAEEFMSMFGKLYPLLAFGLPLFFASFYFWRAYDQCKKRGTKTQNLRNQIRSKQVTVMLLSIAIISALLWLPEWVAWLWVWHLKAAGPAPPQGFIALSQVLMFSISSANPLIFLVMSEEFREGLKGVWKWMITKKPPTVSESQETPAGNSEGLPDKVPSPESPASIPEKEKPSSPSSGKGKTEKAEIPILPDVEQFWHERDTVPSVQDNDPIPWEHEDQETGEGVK
MITF inh: inhibitors of human MITF. inhibition, % at 2.6 µM. O75030. 650,000 compounds, 0.91% hits. AlphaScreen MITF homodimerization, bead proximity signal; in the data active means inhibition above about 50%;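 further: 0% = vehicle wells with protein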
Target sequence (O75030 whole entry, looked up): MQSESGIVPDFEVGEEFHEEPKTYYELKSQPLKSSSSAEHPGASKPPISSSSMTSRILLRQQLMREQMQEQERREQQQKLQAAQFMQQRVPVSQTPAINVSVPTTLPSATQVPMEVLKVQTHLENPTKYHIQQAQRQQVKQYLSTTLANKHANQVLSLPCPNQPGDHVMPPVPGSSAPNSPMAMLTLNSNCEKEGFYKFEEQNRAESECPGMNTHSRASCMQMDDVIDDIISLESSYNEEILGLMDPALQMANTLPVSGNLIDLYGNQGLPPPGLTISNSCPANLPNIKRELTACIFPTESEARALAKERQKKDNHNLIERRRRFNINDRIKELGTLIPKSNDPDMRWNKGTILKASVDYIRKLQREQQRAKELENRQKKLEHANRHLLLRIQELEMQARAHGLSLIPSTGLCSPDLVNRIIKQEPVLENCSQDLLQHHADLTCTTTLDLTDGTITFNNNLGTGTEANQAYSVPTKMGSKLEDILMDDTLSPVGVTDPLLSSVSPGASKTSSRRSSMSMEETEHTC
TEAD-YAP block: TEAD-YAP interaction inhibition; HEK-TIYL cells, TEAD-Gal4/YAP UAS-luciferase luminescence; inhibition, % at 9.12 µM; 640,000 compounds, 1.4% hits; AID 1259422; in the data active means inhibition above about 32%;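 further: 0% = median of test compound wells and 100% = reference inhibitor wells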
FBW7 act: activators of human E3 ligase FBW7 | normalized activity (activation), % at 26.1 µM | 650,000 compounds, 0.13% hits | AlphaScreen FBW7–phospho-cyclin E peptide binding, activator screen | Q969H0; in the data active means normalized activity above about 1.9%;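 further: purified mutant Fbw7 with reduced substrate affinity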
An asterisk follows results filed as active; / = not tested or not shown; & = joins results of further samples; ! = repeats disagree. These rows are one share of the data; the hit share may differ from the screen's.

SMILES	GPR151 activ	MITF inh	TEAD-YAP block	FBW7 act
Cc1cc(C)cc(CN2CCN(CC(C)(C)C)C(CCO)C2)c1 (centres undefined)	-0.4	2	4	0.3
CCN1/C(=C/C=C/c2oc3ccc(-c4ccccc4)cc3[n+]2CC)Oc2ccc(-c3ccccc3)cc21 (tested in a mixture with another compound)	1.5	-35	82*	0.2
O=C(COc1ccccc1)Nc1ccc([N+](=O)[O-])c(C(F)(F)F)c1	0.4	-1	-5	0.0
CC(=O)c1c(C)n(Cc2ccccc2)c2c(Cl)c(Cl)c(Cl)c(OCC(=O)O)c12	-1.2	15	-3	-0.1
Cc1ccc(CN(Cc2ccccc2)C(=S)NCC(=O)N2CCC3(CC2)OCCO3)o1	1.3	-1	13	0.0
Cc1ccc(O)c(CC2C(=O)C3CCN2CC3)c1 (centres undefined)	0.3	13	12	0.1
CCN1CCN(c2ccc(NC(=S)NC(C)=O)cc2Cl)CC1	-0.6	-11	43*	0.0
C=CCN1C(=O)CC(=O)NC1=O	-1.4	9	8	0.2
O=P(Nc1ccccc1)(Nc1ccccc1)Oc1ccccc1	-0.7	2	7	0.0
O=C1CC(=O)N(Cc2ccccc2)C(=O)N1	-0.9	16	10	0.0
CNc1ccc(Br)cc1C(=O)c1ccc(Cl)cc1	-0.4	15	-2	0.0
Cc1ccc(C2C=C(c3cccnc3)Nc3nnnn32)cc1 (centres undefined)	0.4	14	15	0.7
CN1C2CCC1CC(n1cccc1)C2 (centres undefined)	-1.2	-9	-5	0.0
CC(C)N1CCN(Cc2cccc(F)c2)CC1	2.2	62*	2	0.0
Cc1cccc(CN2CCCC(C(=O)c3cc(F)ccc3F)C2)n1 (centres undefined)	0.3	-3	-14	-0.1

Just MITF inh, FBW7 act and GPR151 activ (6 entries from above):
structure | MITF inh | FBW7 act | GPR151 activ
O=C1CC(=O)N(Cc2ccccc2)C(=O)N1 | 16 | 0.0 | -0.9
CNc1ccc(Br)cc1C(=O)c1ccc(Cl)cc1 | 15 | 0.0 | -0.4
O=C(COc1ccccc1)Nc1ccc([N+](=O)[O-])c(C(F)(F)F)c1 | -1 | 0.0 | 0.4
Cc1ccc(O)c(CC2C(=O)C3CCN2CC3)c1 (centres undefined) | 13 | 0.1 | 0.3
O=P(Nc1ccccc1)(Nc1ccccc1)Oc1ccccc1 | 2 | 0.0 | -0.7
C=CCN1C(=O)CC(=O)NC1=O | 9 | 0.2 | -1.4

The list continues.
SMILES	GPR151 activ	MITF inh	TEAD-YAP block	FBW7 act
Cc1cccc(OCC(=O)N2CCN(Cc3ccncc3)CC2)c1	-0.2	73*	-8	-0.2
O=C1C2CCN(CC2)C1Cc1ccc2ccccc2c1O (centres undefined)	0.0	-2	-18	0.0
COc1cc2ccccc2cc1C(=O)Nc1ccc(Cl)cc1C(=O)c1ccccc1	0.2	-5	7	0.1
COc1cc(/C=C2\C(=O)NC(=O)N(Cc3ccccc3)C2=O)cc(OC)c1O	-1.1	-5	-3	-1.0
Cc1nc2ccccc2c(=O)n1-c1ccc(Br)cc1	0.4	5	7	0.2
Cc1cncc2cccc(N3CCNCC3)c12	-0.6	14	38*	0.1
CN(CCc1ccc(Cl)c(Cl)c1)[C@H]1CCCC[C@H]1N1CCCC1	-1.3	4	/	0.1
CC12C=CC(=O)C=C1CCC1C2CCC2(C)C(=O)CCC12 (centres undefined)	5.1*	7	-16	-0.2
CC1CC2(CCCCC2)NCc2ccccc21 (centres undefined)	-0.3	-11	-10	-0.1
OC12CCCCC1C(c1cccc(Cl)c1)NCC2 (centres undefined)	-0.3	6	10	-0.1
COc1ccc2c(c1O)-c1c(OC)c(OC)cc3c1[C@H](C2)N(C)CC3	-0.8&-2.0	-7&16	10&-13	-0.1&-0.1
COc1ccccc1CCNCc1cc(OC)c(OC)c(OC)c1	1.3	29	0	-0.1
Cc1cc2nccc(C3CCCNC3)n2n1 (centres undefined)	-0.8	3	-2	-0.1
CCN(CC)P(=O)(Oc1cccc(C)c1)N(CC)CC	-1.2	4	2	1.0
O=c1c2ccccc2[nH]c(=S)n1-c1ccc(Cl)cc1Cl	4.8	5	9	-0.2
O=C1OCCN1P(=O)(c1ccccc1)c1ccccc1	0.3	18	-2	0.9
O=C(c1cccn2c(=O)c3cc(Br)ccc3nc12)N1CCC2(CC1)OCCO2	-0.1	-3	-5	-0.3
N=C(N)c1c(O)n(C2CCCCC2)c(=O)n(C2CCCCC2)c1=O	-0.1	-8	-9	0.1
Cc1sc2c(c1C)C(c1cccc(Cl)c1)=NCC(=O)N2CC(=O)N1CCCCC1	1.3	4	7	-0.2
COc1ccc(CCNC2CCCCCC2)cc1OC	1.6	22	15	0.0
CCOc1ccc(C(=O)C(CN2CCCC2)c2ccccc2)cc1 (centres undefined)	0.3	-22	4	0.3
CNc1cc(N2CCNCC2)ccc1[N+](=O)[O-]	1.1	9	-7	-0.1
CC1(C)C(c2ccccc2)=[N+]([O-])C(c2cccnc2)N1O (centres undefined)	6.2*	0	6	0.6
CC1(C)OC(c2ccccc2)=C/C(=C/C=[N+]2CCOCC2)O1	2.9	5	12	-0.1
O=c1c2ccccc2nc(/C=C/c2ccc([N+](=O)[O-])cc2)n1-c1ccccc1Cl	0.1	21	-9	-0.1
COc1ccc2c(c1OC)C(=O)O[C@H]2[C@@H]1c2cc3c(cc2CCN1C)OCO3	2.8&0.2&-1.5&1.0&0.6	8&0&8&7&-1	16&-7&-3&0&-7	0.2&0.1&0.1&-0.2&-0.1
Cc1ccc(-n2c(/C=C/c3ccccc3O)nc3ccc(I)cc3c2=O)cc1	0.4	9	7	0.1
CN1CC2(c3ccccc3)CN(C)CC(c3ccccc3)(C1)C2=O	1.3	-1	-5	0.0
CC(CC(C(N)=O)(c1ccccc1)c1ccccc1)N(C)C (centres undefined)	-0.5	4	-4	0.1
COc1cc2c(C(=O)N3CCCC3)c(C)n(C)c2cc1Br	0.7	2	10	-0.1

Single entries from the entries so far:
MITF inh, `O=C(c1cccn2c(=O)c3cc(Br)ccc3nc12)N1CCC2(CC1)OCCO2` is entered as -3
MITF inh, `Cc1ccc(-n2c(/C=C/c3ccccc3O)nc3ccc(I)cc3c2=O)cc1` is entered as 9

Other structures follow.
SMILES	GPR151 activ	MITF inh	TEAD-YAP block	FBW7 act
Cc1ccc(C)c(NC2=NCCS2)c1	-0.9	4	-4	-0.2
Cc1ccc(C2=NCC(=O)N(CC#N)c3sccc32)cc1	-0.6	16	-27	0.0
O=S(=O)(O)c1cc(O)ccc1O	-0.5	-1	/	-0.1
CC(Cc1ccccc1)NC(=O)/C=C/c1ccccc1C#N (centres undefined)	0.0	21	-12	0.2
Cc1cccc(NC(=O)N2CC3CC(C2)c2cccc(=O)n2C3)c1 (centres undefined)	1.1	-12	-1	0.1
C=CCOC(=O)C1=C(C)OC(N)=C(C#N)C12C(=O)Nc1ccc(C)cc12 (centres undefined)	0.0	3	2	-0.1
CC(C(=O)N1CCC2(CC1)OCCO2)C1Sc2ccccc2NC1=O (centres undefined)	9.2*	-8	-6	0.0
COc1ccccc1CCNCc1ccccc1Cl	-0.2	31	1	0.0
Cc1cc(I)ccc1-n1c(/C=C\c2ccc(F)c(F)c2)nc2ccccc2c1=O	-1.0	13	-3	0.9
CC(C)N1CCN(Cc2ccccc2[N+](=O)[O-])CC1	1.2	63*	-6	0.2
O=C(CN1CCN(c2ccccc2F)CC1)Nc1ccc(Br)cc1C(=O)c1ccccc1Cl	0.1	17	2	0.1
N#Cc1cccc(NC(=O)c2sc3nc4c(cc3c2N)C2CCN4CC2)c1	1.4	0	-37	-0.1
O=C(NCCN1CCN(C(=O)COc2ccc(F)cc2)CC1)c1ccc2c(c1)OCO2	-2.3	-1	4	-0.1
O=C1NC(=O)C(=Cc2cc(Cl)ccc2OCc2ccc(C(=O)O)cc2)C(=O)N1	1.2	5	0	-0.8
Cc1ccc(Cn2cccc(C(=O)Nc3ccc(Br)cc3F)c2=O)cc1	0.7	14	9	1.0
O=C1CCN[C@@H]2CCCC[C@@H]12	0.3	5	1	0.2
NC(N)=NNC1NC(=O)NC1NN=C(N)N (centres undefined)	0.7	-1	-4	-0.2
CCn1ccc(C(=O)Nc2ccc(Cl)cc2C(=O)c2ccccc2)n1	-0.6	3	1	-0.1
O=P(/C=C(\Cl)c1ccccc1)(/C=C(\Cl)c1ccccc1)N1CCCC1	2.9	19	-6	0.7
Cc1cc(OCC(=O)N2CCN(C)CC2)ccc1Br	0.1	-2	-9	0.0
CCN1C(=O)C(=C2C=C(C)N(Cc3ccco3)C(C)=C2)C(=O)N(CC)C1=S	0.4	4	4	-0.1
N#Cc1c(SCc2c(F)cccc2Cl)nc2c(c1-c1ccccc1)CCC2	0.6	-8	0	-0.1
COc1cc(C2C(C#N)=C(N)Oc3c2c(=O)oc2ccccc32)cc(Br)c1O (centres undefined)	0.2	-8	-3	-0.3
CC1CN=C(Nc2ccc(Cl)c(Cl)c2)S1 (centres undefined)	-1.3	11	-17	0.4
O=C(CN1CCN(c2ccccc2)CC1)Nc1ccc([N+](=O)[O-])cc1C(=O)c1ccccc1	-1.1	22	9	0.5
CC(=O)O[C@H]1C(=O)[C@@]2(C)C([C@H](OC(=O)c3ccccc3)[C@]3(O)C[C@H](O)C(C)=C1C3(C)C)[C@]1(OC(C)=O)CO[C@@H]1C[C@H]2O (some centres undefined)	0.3&2.1	9&5	22&1	0.1&0.2
CCCCn1c(C=O)nc2ccccc21	-0.7	-10	-3	-0.1
CCOP(=O)(c1ccccc1)C(NC(=O)OC)C(Cl)(Cl)Cl (centres undefined)	0.7	5	3	0.1
C=CCN1CCC2(C)c3cc(O)ccc3CC1[C@@H]2C (some centres undefined)	-0.2&1.3	-7&17	-1	0.0&0.2
c1ccc(CCN2CCc3nc4cccnc4cc3C2)cc1	-1.5	13	-47	-0.2
CC(=O)OC1(c2ccccc2)CC(C)CN(C(C)(C)C)C1 (centres undefined)	-0.9	-5	-9	0.5
COc1ccc(/C=C/c2nc3ccccc3c(=O)n2-c2ccc(Cl)cc2C)cc1	3.1	-5	-8	0.0
CCOC(=O)C1C2NC(=O)N(Cc3ccccc3)C1(C)Oc1c(OC)cccc12 (centres undefined)	-0.3	2	-11	-0.1
[O-][n+]1onc2c3ncnc3c3c(non3O)c21	-2.0	-2	2	-0.2
COc1cc(CN2CCN(c3ccccc3C)CC2)ccc1O	-1.0	35	6	-0.1
COC1=Nc2ccccc2C2C(C(=O)C34CC5CC(CC(C5)C3)C4)C12C#N (centres undefined)	0.8	2	6	-0.1
Nc1c(C(=O)NCc2ccc(F)cc2)c2nc3ccccc3nc2n1CCN1CCOCC1	1.3	-6	-1	0.5
C=CCSc1nc2ccccc2c(=O)n1-c1cccc(C)c1	-0.1	-1	7	-0.1
Cc1ccc(OCC(=O)N2CCN(Cc3ccc4c(c3)OCO4)CC2)c(Br)c1	1.8	-10	6	-0.2
N[C@@H](CCl)C(=O)O	1.3	13	8	0.3
N#CCCn1cc(C(=O)NCc2ccccc2)c(-c2ccccc2)n1	-2.0	13	13	1.4
O=C1NC(=O)N(Cc2ccccc2)C(=O)/C1=C/c1ccc(-c2cccc(C(=O)O)c2)o1	-0.2	6	-4	-0.2
O=[N+]([O-])c1ccc(N2CCNCC2)c2ncccc12	0.0	-4	-19	-0.3
c1ccc2[nH]c(CCNC3CCCCC3)nc2c1	0.5	-6	7	-0.1
Cc1cccc(OCC(=O)N2CCN(Cc3ccc(Br)cc3)CC2)c1	1.7	70*	7	0.0

The last five compounds of the section above lead into the next.
SMILES	GPR151 activ	MITF inh	TEAD-YAP block	FBW7 act
N#CCCn1cc(C(=O)NCc2ccccc2)c(-c2ccccc2)n1	-2.0	13	13	1.4
O=C1NC(=O)N(Cc2ccccc2)C(=O)/C1=C/c1ccc(-c2cccc(C(=O)O)c2)o1	-0.2	6	-4	-0.2
O=[N+]([O-])c1ccc(N2CCNCC2)c2ncccc12	0.0	-4	-19	-0.3
c1ccc2[nH]c(CCNC3CCCCC3)nc2c1	0.5	-6	7	-0.1
Cc1cccc(OCC(=O)N2CCN(Cc3ccc(Br)cc3)CC2)c1	1.7	70*	7	0.0
O=C(CN1C2CCC1CC(O)(c1ccccc1F)C2)NC1CCCC1 (centres undefined)	1.2	17	-5	-0.2
Cc1cc(-n2c(/C=C/c3cccs3)nc3ccccc3c2=O)ccc1Br	4.4	-2	-11	0.0
CCCCCCCC1C(=O)NC(=S)N(c2ccccc2)C1=O (centres undefined)	0.0	-4	4	0.0
C[N+]1(C)C2CCC1CC(OC(=O)C(CO)c1ccccc1)C2 (centres undefined)	-0.3&0.3&-0.8	63*!	-5&2&2	-0.2&0.0&-0.1
CC1CN=C(Nc2ccc(N(C)C)cc2)S1 (centres undefined)	0.2	9	-27	-0.5
COc1cc(OC)c(OC)cc1CN1CCN(CCO)CC1	-1.2	-1	1	-0.1
COc1ccc(N2C(=O)CC(N3CC=C(c4ccccc4)CC3)C2=O)cc1 (centres undefined)	0.9	9	-1	-0.1
COc1ccc(CCNC(=O)CN2CC=C(c3ccc(C)o3)CC2)cc1OC	0.4	-3	-4	-0.2
O=C1CN=C(c2ccccc2)c2oc3ccccc3c2N1	-0.1	-3	10	-0.2
CN1CCc2[nH]c(=S)c(C#N)c(-c3ccccc3)c2C1	2.0	5	-1	-0.2
CN1CCN(Cc2ccc([N+](=O)[O-])s2)CC1	2.6	56*	-2	0.1
CC1(C)C(C(=O)NCC2Cc3cccc(-c4cccnc4)c3O2)C1(C)C (centres undefined)	0.8	7	7	-0.3
Cc1cccc(C2=NCC(=O)N(CCN3CCOCC3)c3sc4c(c32)CCCC4)c1	1.8	-4	13	0.2
CC(=O)c1cn(CCCOc2ccccc2)c2ccccc12	0.5	10	7	-0.2
CCCCC(=O)Oc1cc2c(C(=O)OCC)c(C)n(CCCC)c2c2ccccc12	2.1	-31	1	0.2
CCCCC[C@@H](/C=C/C=C\CCCCCCCC(=O)O)OO	0.4	-11	/	/
